Source: PubChem (National Center for Advancing Translational Sciences (NCATS))
TRPV1 agonist: agonists of human vanilloid receptor 1 (TRPV1) | TRPV1-expressing cells, Fluo-8 calcium influx, agonist mode | activation, % at 8.33 µM | 320,000 tested, 0.19% active | AID 540275; in the data active = activation above about 80%; inconclusive = between about 30% and that limit; also: 0% is about no effect
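Fluo-8 calcium influx in TRPV1-expressing cells, kinetic read (ex 480/em 520 nm). Compound added and read 3 min for agonist activity, followed by capsaicin at EC20 final and 2 min further read for enhancement.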
FBPA coupling cs: counter-screen for Giardia aldolase inhibitors: coupling enzyme system. coupling enzyme system counterscreen, AmpLite Red fluorescence. activity change, negative = inhibition, % at 58.2 µM, hits read low. 290,000 tested, 0.67% active. AID 2472; in the data active = activity change below about -30%; also: % is scaled to controls: 0 for no effect and ±100 for the full control effect
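Compounds tested against the coupling enzymes alone at 57.5 uM final; readout was AmpLite Red fluorescence (525/598 nm) after 20 min at RT.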
MLL CXXC-DNA inh: blocks binding of human MLL CXXC domain to DNA; Q03164; MLL-CXXC / FITC-HOXA9 DNA fluorescence polarization; Potency, µM (doses to about 115 µM), for inactives: at the top dose activity change, negative = inhibition, hits mostly inhibitors; 290,000 tested, 0.037% active; AID 2662; active = well fitted inhibition curve with a large enough effect in the polarisation, with a control signal flat, not every such curve was filed as active; inconclusive = small, poorly fitted or top-dose-only effect, or effect the other way, or a change in a side signal; inactive = no such curve, though single readings can be large or run the other way; the % refers to the polarisation; also: potency is read from the fitted curve at half-maximal effect
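Steps: dispense CXXC domain solution (7 uM) → pin compounds or unlabeled HOX-A9 DNA control → 5 min ambient → add FLSN-HOX-A9 solution (50 nM) → spin → 30 min ambient → fluorescence polarization. Tris pH 7.5/NaCl/DTT/BSA buffer.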
GALK inhibitor: blocks human galactokinase activity. Purified GALK, Kinase-Glo residual ATP luminescence. 270,000 tested, 0.007% active. Potency, µM (doses to about 57.5 µM), for inactives: at the top dose activity change, negative = inhibition, most hits filed as inhibitors. P51570; also: potency is read from the fitted curve at half-maximal effect; % is scaled to controls: 0 for no effect and ±100 for the full control effect
Target sequence (P51570 whole entry, looked up): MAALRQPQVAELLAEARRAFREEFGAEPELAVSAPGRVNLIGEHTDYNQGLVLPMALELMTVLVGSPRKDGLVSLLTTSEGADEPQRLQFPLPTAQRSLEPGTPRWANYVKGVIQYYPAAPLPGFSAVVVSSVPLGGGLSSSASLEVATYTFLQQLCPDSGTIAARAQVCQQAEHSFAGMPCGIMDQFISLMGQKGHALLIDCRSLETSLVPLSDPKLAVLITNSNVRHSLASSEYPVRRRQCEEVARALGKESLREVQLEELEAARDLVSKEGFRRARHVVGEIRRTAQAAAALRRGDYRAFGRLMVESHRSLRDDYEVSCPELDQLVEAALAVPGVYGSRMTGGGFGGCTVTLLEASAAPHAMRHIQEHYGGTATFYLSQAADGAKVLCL
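GALK at 5 nM final was combined with compound, 35 uM ATP and 100 uM galactose in HEPES pH8.0 with MgCl2 and DTT. The reaction ran one hour at room temperature before luminescent ATP detection.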
hERG WT inh: blocks the wildtype human KCNH2 potassium channel. Q12809. U2OS, BacMam KCNH2, thallium flux FluxOr; stronger effect = lower value. activity change, % at 1.84 µM. 340,000 tested, 0.37% active. AID 720551;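 active = maximum activity change below -70%; inconclusive = maximum activity change between -70% and -50%; inactive = maximum activity change above -50%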; also: % is scaled to controls: 0 for no effect and ±100 for the full control effect
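U2OS cells transduced with wild-type KCNH2 virus are loaded with FluxOr dye for 45 min, and thallium flux is measured in kinetic reads before and after stimulation buffer. Rate constants are normalized to DMSO controls.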
PKM2 act: PKM2 (human) enzyme activation. 260,000 tested, 0.34% active. purified PKM2, Kinase-Glo ATP luminescence, activation; response scale: 0% is enzyme alone, no compound. AID 1631. Potency, µM (highest dose often 57.5 µM), without a hit: at the highest dose activation, most hits filed as activators. P14618; also: potency is read from the fitted curve at half-maximal effect; % is scaled to controls: 0 for no effect and ±100 for the full control effect; nearly all actives have a fitted effect of over 55% in size
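Kinase-Glo luminescence reports ATP generated from ADP (0.1 mM) and PEP (0.5 mM) by purified hPK-M2 after 1 h at room temperature, pH 7.2 imidazole buffer; intermediate enzyme activity allows detecting inhibitors and activators.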
Giardia kill: Giardia lamblia killing | activity change, % at 7.66 µM, hits read low | 340,000 tested, 0.15% active | Giardia lamblia trophozoite viability | AID 540267; in the data active = activity change below about -80%; inconclusive = between about -30% and that limit;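 also: parasites exposed to compound for two days anaerobically before the ATP read; % is scaled to controls: 0 for no effect and ±100 for the full control effect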
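Compounds were tested on trophozoites seeded at 100 cells/well and held 48 hrs at 37 deg C anaerobically. An ATP-based luminescent kit measured the remaining live cells.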
USP2a block: inhibitors of human ubiquitin-specific protease USP2a. 330,000 tested, 0.01% active. AID 463254. USP2 core, Ub-CHOP2 coupled fluorogenic reporter, 485/531. Potency, µM (doses to about 38.3 µM), for the others: top-dose activity change, negative = inhibition, usual class: inhibitors. O75604;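 also: potency is read from the fitted curve at half-maximal effect; plate controls were DMSO wells for no effect and full inhibition by NEM control for full effect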
Target sequence (O75604 whole entry, looked up): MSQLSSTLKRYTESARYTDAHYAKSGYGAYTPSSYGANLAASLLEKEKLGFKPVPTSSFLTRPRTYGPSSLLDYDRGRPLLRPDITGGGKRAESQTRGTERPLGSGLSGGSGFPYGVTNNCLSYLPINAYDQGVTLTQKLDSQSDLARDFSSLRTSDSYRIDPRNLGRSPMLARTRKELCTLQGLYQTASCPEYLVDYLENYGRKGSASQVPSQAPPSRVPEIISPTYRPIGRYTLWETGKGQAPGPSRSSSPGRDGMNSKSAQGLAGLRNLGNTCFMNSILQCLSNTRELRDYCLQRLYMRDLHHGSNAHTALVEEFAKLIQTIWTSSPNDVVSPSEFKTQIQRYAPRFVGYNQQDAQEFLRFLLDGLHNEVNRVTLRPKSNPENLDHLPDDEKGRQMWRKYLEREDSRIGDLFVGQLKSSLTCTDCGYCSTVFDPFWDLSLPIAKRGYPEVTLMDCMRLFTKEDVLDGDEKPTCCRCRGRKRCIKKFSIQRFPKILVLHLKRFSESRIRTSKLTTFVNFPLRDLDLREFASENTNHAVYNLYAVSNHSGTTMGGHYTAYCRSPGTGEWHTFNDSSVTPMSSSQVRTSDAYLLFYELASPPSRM
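Deubiquitinase activity read as fluorescence (485/531 nm) after Ub-CHOP2 cleavage activates the enterokinase reporter on its substrate; USP2 core 10nM, Ub-CHOP2 and substrate 25nM each, 30min compound preincubation then 60min RT; data normalized to NEM, curves fitted.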
KCNH2 3.1 inh: KCNH2 3.1 (human) potassium channel inhibition. U2OS KCNH2 3.1, thallium flux FluxOr; stronger effect = lower value. activity change, % (tested at about 1.8 µM). 340,000 tested, 0.95% active. AID 720553;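 active = maximum activity change below -70%; inconclusive = maximum activity change from -70% to -50%; inactive = maximum activity change above -50%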;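 also: thallium influx rate constant from kinetic fluorescence after stimulation buffer; % is scaled to controls: 0 for no effect and ±100 for the full control effect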
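Steps: virus added to U2OS suspension (4 h, RT, dark); medium with 10% FBS added, cells plated, 37 C overnight; FluxOr/Red40 loading buffer 45 min RT; stimulation buffer, 2 min kinetic read; rate constant normalized.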
B2AR arrestin: recruits beta-arrestin to the human beta2-adrenergic receptor; P07550; beta-arrestin recruitment to beta2AR, cell-based reporter; Potency, µM (titrated, usually from 46.1 µM), for the others: top-dose activation, usual class: activators; AID 492947; 330,000 tested, 0.02% active;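 also: potency is read from the fitted curve at half-maximal effect; 0% = DMSO controls and full agonism = EC100 isoproterenol or metaproterenol; nearly all actives have a fitted effect of over 65% in size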
Menin-MLL TR inh: displaces Texas Red mutant MLL peptide from human menin | O00255 | Menin + Texas Red MLL mutant peptide, fluorescence polarization | Potency, µM (doses to about 61.6 µM), inactives show top-dose FP activity change, negative = inhibition, usual class: inhibitors | 270,000 tested, 0.23% active | AID 1768; active = well fitted inhibition curve with a large enough effect in the polarisation, with a control signal flat, not every such curve was filed as active; inconclusive = small, poorly fitted or top-dose-only effect, or effect the other way, or a change in a side signal; inactive = no such curve, though single readings can be large or run the other way; the % refers to the polarisation; also: potency is read from the fitted curve at half-maximal effect; % of control where 0% means no effect; many of its hits are not listed in these tables
Starred values were filed as active, the others as inactive; ? = inconclusive; . = not tested or not shown; [ ] = another dose, or the depositor's remark. Unless noted, calls follow the shape of the dose curve; as a rule, active = well fitted curve in the direction sought with a large enough effect; inconclusive = small, poorly fitted or top-dose-only effect, or another doubt; inactive = no such curve, though single readings can be large; an effect the other way counts as inactive or inconclusive. This is a subset. The share of hits here may be higher or lower than overall.

SMILES	TRPV1 agonist	FBPA coupling cs	MLL CXXC-DNA inh	GALK inhibitor	hERG WT inh	PKM2 act	Giardia kill	USP2a block	KCNH2 3.1 inh	B2AR arrestin	Menin-MLL TR inh
O=[N+]([O-])c1cc(/C=N/NC(=S)Nc2ccccc2Cl)ccc1Cl	-1	2	29%	1%	-3	-5%	12	0%	-1	0.5%	?
O=C(CSc1nnc2ccccn12)NCCN1C(=O)CSC1=O	4	1	-6%	2%	4	-8%	11	1%	3	-0.2%	9%
O=C(CCN1C(=O)C2CC=C(Cl)CC2C1=O)N1CCCCC1 (stereo not given)	1	-2	-7%	-1%	6	-13%	10	5%	-9	0.0%	6%
COc1cccc(N2CCN(c3ccc4nnc(CCC(=O)Nc5ccc(F)cc5)n4n3)CC2)c1	-5	.	22%	-5%	9	.	-13	2%	10	0.0%	.
CC1CCN(CC(=O)c2cccs2)CC1	-1	1	-11%	-2%	27	0%	5	8%	5	-0.1%	11%
CCN(c1ccccc1)S(=O)(=O)c1ccc(C(=O)Nc2cccc(C)n2)cc1	8	.	.	.	2	.	-4	-3%	-15	-0.3%	.
CC(C)NCC(O)COCc1ccc(Cl)cc1 (stereo not given)	0	-1	-2%	0%	7	-2%	19	3%	11	0.1%	-10%
Cc1ccc(C)c(NCc2n[nH]c(=S)n2-c2ccccc2)c1	1	3	0%	0%	14	0%	6	-2%	8	0.1%	-8%
COC(=O)Cc1[nH]n(-c2nc3ccccc3s2)c(=O)c1C(C)=Nc1ccc(C)cc1	2	2	-3%	1%	-12	-18%	-1	4%	0	-0.2%	-15%
Cc1cc(C)nc(N2CCN(CC(=O)NCc3ccccc3)CC2)n1	0	4	0%	1%	-21	4%	10	2%	10	0.0%	-2%
FC(F)Sc1nc(-c2ccccc2)c(-c2ccccc2)n1C(F)F	4	9	1%	1%	17	0%	-4	0%	-4	-0.7%	14%
OCCN1CCN(CC(O)COCC2COc3ccccc3O2)CC1 (stereo not given)	1	-2	-3%	-2%	1	-1%	14	3%	-13	0.4%	4%
CCCCc1ccc(NC(=O)CSc2nc(=O)n(CCN(CC)CC)c3c2CCCC3)cc1	13	.	.	.	13	.	-8	0%	-19	0.3%	.
O=C(COc1ccc(Br)cc1)N1CCc2ccccc21	?	-3	2%	3%	-13	-5%	-8	0%	-5	-0.6%	.
CCc1cc(C(=O)NCC(C)(C)N2CCOCC2)sc1C	11	.	.	.	0	.	20	0%	15	-0.1%	.
CCN1CCN(C(c2ccccc2F)c2nnnn2Cc2ccc3c(c2)OCO3)CC1 (stereo not given)	1	2	2%	-1%	20	0%	-1	0%	-24	-0.6%	3%
Cc1ccc(C(O)(c2ccccc2)c2ccccc2C(C)N(C)C)c(C)c1 (stereo not given)	14	0	29%	3%	4	2%	3	-4%	-9	0.2%	?
CC(=C/c1ccccc1)/C=N/Nc1nc(N2CCOCC2)nc(N2CCOCC2)n1	9	-1	26%	-1%	-6	9%	-13	2%	2	-0.1%	25%
CCOC(=O)c1c(-c2ccc(C)cc2)csc1NC(=O)CCN1CC(C)OC(C)C1 (stereo not given)	-4	1	13%	1%	1	-6%	6	-5%	-3	1.4%	?
O=C1c2ccccc2NC(c2ccc3c(c2)OCCO3)N1c1ccc2c(c1)OCCO2 (stereo not given)	1	4	-5%	0%	6	-3%	?	-1%	0	-0.5%	3%
O=C(O)c1cccc(-c2ccc(/C=N/NC(=O)C3COc4ccccc4O3)o2)c1 (stereo not given)	-1	7	?	4%	3	11%	-2	-1%	6	0.0%	2%
CCCOc1cccc(OCCSc2nc(C)cc(=O)[nH]2)c1	82*	8	-4%	1%	8	-5%	-16	-1%	10	0.4%	9%
O=C(CCC(=O)N1CCN(c2ccc(Cl)c(Cl)c2)CC1)c1ccccc1	?	3	5%	7%	17	5%[0.46 µM]	11	-5%	-4	-0.1%	17%
CN(C)C(=O)CCc1ccc2c3c([nH]c2c1)[C@]1(CCC2CCCC2)[C@@H](C(=O)N2CCOCC2)C[C@H](CC(=O)NCC24CC5CC(CC(C5)C2)C4)C(=O)N1CC3	.	.	.	.	9	.	7	3%	0	-1.5%	.
Cc1nc2ccccc2c(=O)n1-c1ccc(NS(=O)(=O)c2ccc(F)cc2)cc1	-1	.	.	.	-3	.	9	0%	1	-0.1%	.

Following part.
SMILES	TRPV1 agonist	FBPA coupling cs	MLL CXXC-DNA inh	GALK inhibitor	hERG WT inh	PKM2 act	Giardia kill	USP2a block	KCNH2 3.1 inh	B2AR arrestin	Menin-MLL TR inh
CCO[C@@H]1OC(C(=O)NCc2nc3ccccc3[nH]2)=C[C@H](C2CCCCC2)[C@H]1CCCO	-3	2	-7%	-1%	4	0%	-11	5%	-25	-0.7%	-5%
COc1ccc(CC(=O)Nc2cccc(C(=O)NN3C(=O)c4ccccc4C3=O)c2C)cc1	1	4	-9%	.	10	4%	-1	0%	-3	-1.8%	-22%
CCc1noc(C)c1C(=O)NNC(=O)c1nn(CC)c(=O)c2ccccc12	-2	.	.	.	8	.	13	1%	3	-0.2%	.
C/C(CC(=O)Nc1cc(C)ccn1)=N\NC(=O)c1cccc(F)c1	18	2	-3%	-1%	4	.	-11	1%	4	-0.6%	0%
N#Cc1c(F)cccc1NCc1cccs1	?	0	5%	-1%	-1	-2%	-16	0%	23	0.0%	.
c1ccc(-c2cccc(-c3ccccn3)n2)nc1	4	-2	14%	0%	0	-7%	-4	1%	-2	-0.4%	-13%
Cc1ccc(C)c(NC(=O)COC(=O)c2nn(C)c(=O)c3ccccc23)c1	.	.	.	.	13	.	15	8%	-4	-0.2%	.
CCOC(=O)C1=C(C)SC2=NS(=O)(=O)CCN21	-2	0	-1%	7%	2	?	0	1%	18	0.3%	0%
COc1ccccc1C(=O)NCCOc1ccc(C(C)(C)C)cc1	24	0	-24%	-1%	12	0%	48[activator]	5%	-10	0.0%	?
O=C(Nc1ccc(F)cc1)C1CCC(N2C(=O)c3ccccc3C2=O)CC1 (stereo not given)	?	3	26%	-2%	-5	-16%	4	3%	-13	-0.2%	7%
O=C(COC(=O)CCC(=O)c1ccc(F)cc1)NC1CCCCC1	.	.	.	.	7	.	-4	3%	8	-0.1%	.
COCC(C)n1c(C)cc(C(=O)CSc2nnnn2-c2ccc(O)cc2)c1C (stereo not given)	5	1	-6%	8%	3	?	-8	-24%	-4	-1.0%	18%
CC(CN1CCOCC1)OC(=O)c1ccc(Cl)cc1Cl (stereo not given)	1	-2	2%	0%	0	0%	-11	2%	11	-0.2%	-18%
Nn1c(SCC(=O)Nc2ccccc2)nnc1-c1cccnc1	0	3	-2%	0%	-18	0%	1	-1%	4	-0.2%	2%
CCCN1CCN(C(c2cc3cc4c(cc3[nH]c2=O)OCO4)c2nnnn2C(C)(C)C)CC1 (stereo not given)	0	2	10%	3%	11	-15%	-6	0%	24	-0.6%	-7%
OCC1(c2cc(C(F)(F)F)n[nH]2)CCCCC1	-1	4	-1%	5%	5	10%	-2	0%	-19	-0.2%	0%
O=C(CN1C2=NCCCN2c2ccccc21)c1cccc(Br)c1	0	6	9%	3%	7	-18%	-2	3%	?	-0.6%	-12%
CCOc1ccc2[nH]c(SCC(=O)OC)c([N+](=O)[O-])c2c1	1	4	2%	-2%	-21	1%	-14	2%	-5	-0.1%	0%
CCOC(=O)CNC(=O)Cn1cnc2c(nnn2-c2ccccc2)c1=O	1	2	.	.	1	-2%	-6	1%	-1	-1.1%	1%
CCc1ccc(NC(=O)N(CCN2CCOCC2)Cc2ccc3c(c2)CCCN3CC)cc1	-7	-13	10%	2%	5	6%	1	1%	2	-0.4%	?
O=c1cc(N2CCc3ccccc3C2)[nH]c(=O)n1-c1ccc(Br)cc1	1	-2	-8%	-2%	5	0%	-1	4%	18	0.4%	0%
COc1cc2c(cc1OC)-c1cc(Nc3ccccc3C)nc(=O)n1CC2	-4	4	-1%	1%	-9	.	-3	2%	-3	0.3%	-25%
CCCOc1ccc(CC(=O)N/N=C\c2ccc(F)cc2)cc1	9	1	2%	-6%	7	0%	9	1%	2	-0.7%	2%
CC(C)(C)c1ccc(OC(=O)Cn2c(C(F)(F)F)nc3ccccc32)cc1	1	4	9%	-1%	7	0%	5	6%	9	0.2%	0%

Results in B2AR arrestin and TRPV1 agonist, for 2 of the compounds above:
structure | B2AR arrestin | TRPV1 agonist
COc1ccccc1C(=O)NCCOc1ccc(C(C)(C)C)cc1 | 0.0% | 24
O=C(Nc1ccc(F)cc1)C1CCC(N2C(=O)c3ccccc3C2=O)CC1 (stereo not given) | -0.2% | ?
